Screening data: PubChem BioAssay, National Center for Advancing Translational Sciences (NCATS)
KCNH2 3.1 block = inhibitors of human KCNH2 3.1 potassium channel isoform. U2OS KCNH2 3.1, thallium flux FluxOr; stronger effect = lower value. activity change, % (tested at about 1.8 µM). actives 0.95% (n = 340,000). AID 720553;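 active means maximum activity change below -70%; inconclusive means maximum activity change from -70% to -50%; inactive means maximum activity change above -50%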;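 further: thallium influx rate constant from kinetic fluorescence after stimulation buffer; on the % scale 0 is the no-effect control and ±100 the full control effect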
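Measured as rate of thallium-driven FluxOr signal in transduced U2OS cells carrying the 3.1 channel, read kinetically for 2 min upon stimulation; values are rate constants scaled to DMSO control wells.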
TRPV1 ag = agonists of human vanilloid receptor 1 (TRPV1). Q8NER1. TRPV1-expressing cells, Fluo-8 calcium influx, agonist mode. activation, % at 8.33 µM. actives 0.19% (n = 320,000); in the data active means activation above about 80%; inconclusive means between about 30% and that limit; further: 0% is about no effect
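Cells expressing TRPV1 were dye-loaded with Fluo-8 and read kinetically: 10 s baseline, 3 min after compound (agonist portion), then 2 min after EC20 capsaicin (allosteric enhancer portion). Calcium-bound dye fluorescence at 480/520 nm.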
ELG1 DNA repair = blocks ELG1-dependent DNA repair in HEK293T cells; HEK293T ELG1-luciferase reporter, luminescence, 16 h; DNA damage induced by 5-fluorouridine; Potency, µM (top dose mostly 46.1 µM), for inactives: at the top dose activity change, negative = inhibition, usual class: inhibitors; actives 2.3% (n = 330,000); AID 504467; further: potency means the concentration at half of the fitted maximal effect; on the % scale 0 is the no-effect control and ±100 the full control effect; nearly all actives have a fitted effect of over 55% in size
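Luminescence from the luciferase reporter, measured 30 min after ONE-Glo reagent at room temperature, was the read-out. Beforehand, 2,000 cells per well were exposed for 16 hr at 37 °C to 5-fluorouridine together with compound or vehicle.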
Mito fusion yeast = mitochondrial division inhibition or fusion activation; S. cerevisiae fusion-defective mutant growth rescue, CellTiterGlo 48 h; Potency, µM (top dose mostly 46.1 µM), inactives show at the top dose growth rescue (activation), actives largely listed as activators; actives 0.23% (n = 320,000); AID 485298;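 further: potency means the concentration at half of the fitted maximal effect; % of control where 0% means no effect; nearly all actives have a fitted effect of over 45% in size; temperature-sensitive fusion mutants such as fzo1-1 at 37 °C on non-fermentable ethanol glycerol medium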
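Temperature-sensitive fusion-defective S. cerevisiae (e.g. fzo1-1, mgm1-5) were grown with compound in YPEG medium (3% ethanol, 3% glycerol) for 48 hours at 37C. Growth rescue was measured as viability by CellTiterGlo luminescence after 10 minutes at ambient.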
USP2a inh = blocks human ubiquitin-specific protease USP2a; AID 463254; actives 0.01% (n = 330,000); USP2 core, Ub-CHOP2 coupled fluorogenic reporter, 485/531; Potency, µM (series often up to 38.3 µM), for the others: at the highest dose activity change, negative = inhibition, hits mostly inhibitors; O75604;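 further: potency means the concentration at half of the fitted maximal effect; plate controls were DMSO wells for no effect and full inhibition by NEM control for full effect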
Target sequence (O75604 whole entry, looked up): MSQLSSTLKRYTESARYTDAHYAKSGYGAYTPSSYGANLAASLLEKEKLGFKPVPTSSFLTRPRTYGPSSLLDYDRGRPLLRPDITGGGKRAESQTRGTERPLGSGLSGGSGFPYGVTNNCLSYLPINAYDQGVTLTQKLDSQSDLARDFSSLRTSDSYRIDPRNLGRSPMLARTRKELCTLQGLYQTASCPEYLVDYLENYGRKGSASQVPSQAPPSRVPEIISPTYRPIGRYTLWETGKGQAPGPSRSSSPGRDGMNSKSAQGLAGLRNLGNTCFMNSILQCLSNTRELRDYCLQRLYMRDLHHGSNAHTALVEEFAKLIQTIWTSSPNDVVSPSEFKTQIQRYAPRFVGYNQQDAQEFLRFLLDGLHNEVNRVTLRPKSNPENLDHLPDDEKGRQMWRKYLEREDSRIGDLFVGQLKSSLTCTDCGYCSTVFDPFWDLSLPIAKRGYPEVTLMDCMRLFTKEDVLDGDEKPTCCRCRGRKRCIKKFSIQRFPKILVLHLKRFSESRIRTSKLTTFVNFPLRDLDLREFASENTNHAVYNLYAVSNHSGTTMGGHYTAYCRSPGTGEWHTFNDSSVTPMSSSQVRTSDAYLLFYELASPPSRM
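Cell-free coupled assay: 10nM USP2 core preincubated 30min RT with compound in Tris-HCl pH 8.0/CaCl2/CHAPS buffer, then 25nM Ub-CHOP2 and 25nM reporter substrate; fluorescence (Ex 485/Em 531) read after 60min RT, normalized to NEM inhibition, concentration-response curves fitted.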
AT treatment = potential ataxia-telangiectasia treatments restoring KAP-1 phosphorylation; actives 0.19% (n = 320,000); Potency, µM (titrated, usually from 57.5 µM), for inactives: top-dose activation, actives largely listed as activators; […] A-T fibroblasts, KAP-1 phosphorylation AlphaLISA; neocarzinostatin DNA damage 30 min before lysis; AID 485349; further: potency means the concentration at half of the fitted maximal effect; % of control where 0% means no effect; nearly all actives have a fitted effect of over 45% in size
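ATM-like activity read as KAP-1 phosphorylation via AlphaLISA donor/acceptor antibody pairs after lysis and 6 hr at 25C. Cells were ATM-null patient fibroblasts ([…], hTERT), dosed 60 min, then exposed to the DSB inducer NCS for 30 min.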
KCNH2 WT inh = blocks the wildtype human KCNH2 potassium channel; Q12809; actives 0.37% (n = 340,000); U2OS, BacMam KCNH2, thallium flux FluxOr; stronger effect = lower value; activity change, % at 1.84 µM;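 active means maximum activity change below -70%; inconclusive means maximum activity change between -70% and -50%; inactive means maximum activity change above -50%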; further: on the % scale 0 is the no-effect control and ±100 the full control effect
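U2OS cells transduced with wild-type KCNH2 virus are loaded with FluxOr dye for 45 min, and thallium flux is measured in kinetic reads before and after stimulation buffer. Rate constants are normalized to DMSO controls.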
TSHR antagonist = human thyrotropin receptor antagonism. P16473. actives 0.2% (n = 330,000). TSHR-expressing cells, TSH-stimulated cAMP HTRF, 2 h; stronger effect = lower value. AID 504810. activity change, negative = inhibition, % at 11.5 µM;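 active means activity change below a set negative limit, meaning inhibition stronger than a set level, cut at about -70% in these data; inconclusive means activity change between two set negative limits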; further: on the % scale 0 is the no-effect control and ±100 the full control effect
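Competitive HTRF cAMP read-out (cryptate anti-cAMP antibody, cAMP-d2; 30 min, room temperature) in freshly harvested TSHR cells. Compounds added before TSH at EC80 (4nM final), followed by 2 hours' incubation at 37 deg C.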
TCR activator = activates T cell receptor signaling; primary human leukocytes, anti-CD3, IL-2 HTRF, 48 h; AID 504894; 330,000 tested, under 10 active; Potency, µM (doses to about 9.22 µM), inactives show at the highest dose activation of IL-2 secretion, most hits filed as activators; further: % of control where 0% means no effect
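IL-2 produced over 48 hr by a-CD3 bead-stimulated primary human leukocytes exposed to compounds was detected with a homogeneous time-resolved FRET immunoassay, 665nm acceptor signal after 320nm excitation.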
Eya2 phos inh = blocks the phosphatase activity of human Eya2 | recombinant Eya2, OMFP fluorescence dephosphorylation (OMFP is methylfluorescein phosphate) | O00167 | actives 0.006% (n = 330,000) | Potency, µM (highest dose often 76.9 µM), inactives show at the top dose activity, negative = inhibition, actives largely listed as inhibitors | AID 488837; further: potency means the concentration at half of the fitted maximal effect; on the % scale 0 is the no-effect control and ±100 the full control effect
Target sequence (O00167 whole entry, looked up): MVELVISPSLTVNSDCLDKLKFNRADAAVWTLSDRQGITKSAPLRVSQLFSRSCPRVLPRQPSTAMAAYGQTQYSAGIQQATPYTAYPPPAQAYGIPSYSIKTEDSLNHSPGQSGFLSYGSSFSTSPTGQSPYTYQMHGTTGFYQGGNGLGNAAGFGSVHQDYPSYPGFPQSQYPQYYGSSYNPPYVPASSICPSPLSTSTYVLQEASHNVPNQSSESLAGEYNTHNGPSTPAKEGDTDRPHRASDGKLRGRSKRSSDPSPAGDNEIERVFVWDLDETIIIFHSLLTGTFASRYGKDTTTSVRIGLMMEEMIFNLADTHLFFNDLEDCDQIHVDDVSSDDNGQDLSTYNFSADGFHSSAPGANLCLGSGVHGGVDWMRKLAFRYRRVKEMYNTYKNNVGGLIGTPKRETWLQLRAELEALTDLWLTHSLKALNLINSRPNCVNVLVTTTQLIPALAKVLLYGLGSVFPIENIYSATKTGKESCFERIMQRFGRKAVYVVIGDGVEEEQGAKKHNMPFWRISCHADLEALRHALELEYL
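Eya2 protein (added as 0.2 uM solution) was preincubated with compound for 10 min at ambient temperature in 50 mM HEPES pH 7.5, 50 mM NaCl, 5 uM MgCl2, 0.05% BSA, 1 mM DTT. OMFP (added at 50 uM) then reacted 10 min; fluorescence read at 485/525 nm.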
An asterisk follows results filed as active; i = inactive; ? = inconclusive; · = no result given; [ ] = dose if it differs, or a comment. Unless noted, the call rests on the fitted dose curve; in most records, active means well fitted curve in the direction sought with a large enough effect; inconclusive means small, poorly fitted or top-dose-only effect, or another doubt; inactive means no such curve, though single readings can be large; an effect the other way counts as inactive or inconclusive. Not all compounds are listed. The share of hits here may be higher or lower than overall.

SMILES | KCNH2 3.1 block | TRPV1 ag | ELG1 DNA repair | Mito fusion yeast | USP2a inh | AT treatment | KCNH2 WT inh | TSHR antagonist | TCR activator | Eya2 phos inh
O=C(Cc1cccc(C(F)(F)F)c1)NCC(c1ccco1)N1CCCCC1 (stereo not drawn) | -3 | 10 | 8% | -6% | -1% | -11% | 3 | 26 | 2% | 15%
CC(=O)Nc1ccc(S(=O)(=O)N[C@@H](C)C(=O)OCC(=O)c2ccc(C)cc2)cc1 | -1 | · | ? | · | 6% | 3% | -3 | -7 | 0% | -8%
COC(=O)c1ccc(COc2ccccc2/C=C(\C#N)C(=O)Nc2ccc(C)cc2C)cc1 | -2 | 12 | ? | -1% | 2% | · | i | -21 | 3%[46.1 µM] | 6%
O=C(C1CCCCC1)N(Cc1nc2sc3c(c2c(=O)[nH]1)CCCC3)Cc1cccs1 | · | 2 | · | 5% | -2% | -5% | -4 | -15 | -6% | 0%
COc1ccc(CCNS(=O)(=O)c2cn(C)nc2C)cc1 | -16 | -2 | 22% | -8% | 2% | -2% | 12 | 36 | 3% | -3%
O=C(Nc1ccccc1C(=O)N/N=C/c1ccco1)c1ccccc1 | 27 | 2 | 5% | -10% | -1% | -2% | -1 | 7 | 0%[46.1 µM] | 13%
CCOCCCNC(=S)N1CCN(c2nc(-c3ccc(F)cc3)cs2)CC1 | -2 | 26 | ? | -2% | -1% | 3% | 4 | -35 | -8% | -11%
COc1nccnc1NS(=O)(=O)c1ccc(NC(=S)NC(=O)c2ccccc2)cc1 | -13 | -2 | 4% | 5% | 4% | -1% | -2 | 3 | 1%[46.1 µM] | -3%
C#Cc1ccc(C(=O)NCc2ccc(N3CCCC3=O)cc2)cc1 | 0 | -4 | -5% | 1% | -1% | 3% | 17 | -1 | 3% | 3%
N#C/C(=N\Nc1c(Cl)cccc1Cl)C(=O)NN | -1 | -4 | ? | 3% | -1% | 0% | -6 | 1 | 1% | -8%
CCC(C)C(=O)N1CCc2cc(-c3csc(N)n3)ccc21 (stereo not drawn) | -2 | -2 | ? | 8% | 5% | 5% | 2 | -11 | 6% | 15%
CCOc1ccccc1OCCCC(=O)NNC(=O)c1ccc(F)cc1 | 7 | · | ? | · | -7% | 8% | 5 | -15 | -1% | -7%
Cc1ccsc1CNn1cnnc1SCc1ccccc1F | -2 | 13 | ? | 10% | -5% | 8% | 21 | 0 | 3% | -20%
Cc1cc(C(=O)C(C)OC(=O)c2ccc(NC(=O)CC#N)cc2)c(C)n1-c1ccccc1 (stereo not drawn) | -14 | 1 | ? | 13% | 3% | -3% | -10 | 7 | -4% | -1%
CC(C)(C)c1ccc(OCc2ccc(C(=O)N3CCOCC3)o2)cc1 | -16 | ? | ? | 20% | -1% | 3%[11.5 µM] | -8 | -7 | -12% | 3%
Cc1cc2c(c(=O)o1)C1O[C@](c3ccsc3)(Cc3ccccc31)O2 | · | i | · | -1%[9.22 µM] | 0%[7.66 µM] | 2%[11.5 µM] | · | · | · | 7%[15.4 µM]
COc1ccc(CCNc2c3ccccc3nc3ccccc23)cc1OC | -5 | 1 | ? | 2% | -4% | 22% | 1 | -8 | -7% | -9%
CC(C)CCn1c(SCC(=O)c2ccccc2)nc2c1c(=O)[nH]c(=O)n2C | -14 | 7 | · | -1% | · | · | 0 | · | -2% | ·
Cc1ccc(NC(=O)CC(C)S(=O)(=O)c2ccc3c(c2)NC(=O)CO3)cc1C (stereo not drawn) | 0 | 7 | 2% | 18% | 4% | -2% | -21 | -16 | -1% | -6%
COc1cc(OC)cc(-c2sc3ccc(OC)cc3c2C#CCO)c1 | · | · | -18% | · | 3% | 22% | · | -9 | 15% | -4%
Cc1ccc(-n2c(O)c(C=NC3CCS(=O)(=O)C3)c3ccccc3c2=O)c(C)c1 (stereo not drawn) | -15 | 1 | 0% | 1% | 11% | 5% | 9 | -11 | -6% | 0%
Cc1cccc(-n2ncc3c2CCCC3NC(=O)CCN2CCCO2)c1C (stereo not drawn) | · | -1 | ? | -2% | 1% | 14% | 1 | -2 | -4% | -9%
C=CCN(CC=C)CCOc1cccc2ccccc12 | -1 | 4 | 0% | 2% | 1% | ? | 9 | -5 | -1%[46.1 µM] | 9%
CCCn1c(=O)c(C(=O)NCc2ccccc2)c(O)c2ccccc21 | 7 | 2 | 8% | 2% | 0% | -7% | -9 | 34 | 5% | 9%
Cc1cccn2c(=O)c(/C=C(\C#N)C(=O)NCc3ccco3)c(N3CCCCCC3)nc12 | -19 | 11 | ? | 13% | 8% | -5% | -7 | -12 | 3% | 8%

One compound at a time (already shown). Order of values: KCNH2 3.1 block, TRPV1 ag, ELG1 DNA repair, Mito fusion yeast, USP2a inh, AT treatment, KCNH2 WT inh, TSHR antagonist, TCR activator, Eya2 phos inh
Profile of `CCC(C)C(=O)N1CCc2cc(-c3csc(N)n3)ccc21` (stereo not drawn) = -2, -2, ?, 8%, 5%, 5%, 2, -11, 6%, 15%
Profile of `O=C(Nc1ccccc1C(=O)N/N=C/c1ccco1)c1ccccc1` = 27, 2, 5%, -10%, -1%, -2%, -1, 7, 0%[46.1 µM], 13%

Other results follow.
SMILES | KCNH2 3.1 block | TRPV1 ag | ELG1 DNA repair | Mito fusion yeast | USP2a inh | AT treatment | KCNH2 WT inh | TSHR antagonist | TCR activator | Eya2 phos inh
COc1ccc(NS(=O)(=O)c2cccc(C(=O)OCC(=O)NC3CC3)c2)cc1 | -5 | -3 | 1% | 1% | 2% | 10% | -1 | -8 | 8% | 0%
CCn1c(SCC(=O)Nc2nc(-c3ccc(C)cc3)cs2)nnc1-c1ccccc1O | 6 | -3 | 16µM* | ? | -2% | -6% | 4 | -33 | -7% | 6%
O=P(O)(Cc1ccccc1)Cc1ccccc1 | -2 | 3 | ? | -2% | 0% | 7% | -3 | 14 | -7% | 4%
CCn1c(C)c(C(=O)c2ccccc2)c(C#N)c1C(=O)O | -7 | 17 | 16% | 10% | -1% | 2% | 2 | 9 | 1% | -2%
O=C(CN1CCC(NC(=O)c2ccccc2Cl)CC1)NCc1ccco1 | 4 | 1 | 9% | -2% | 0% | 6%[11.5 µM] | · | 7 | -13% | 3%
Cc1cccc(C2=N/C(=C\c3cccs3)C(=O)O2)c1 | -13 | -3 | 12% | -3% | 6% | -6% | -6 | -1 | -7% | -1%
CN(C)S(=O)(=O)N1CCN(CC(O)COc2ccc(C(=O)c3ccccc3)cc2)CC1 (stereo not drawn) | -47 | 2 | ? | -3% | 0% | -7% | -25 | -13 | 6% | -4%
O=C(NCCc1c[nH]c2ccccc12)C1CCC(Cn2c(=S)[nH]c3ccccc3c2=O)CC1 (stereo not drawn) | 13 | 1 | ? | 6% | 2% | · | 19 | -4 | -3% | -23%
O=C(O)c1cccc(S(=O)(=O)Nc2ccc(O)cc2Sc2nc3ccccc3s2)c1 | 18 | 0 | 4% | -2% | -1% | 6% | -2 | -2 | 1%[46.1 µM] | 4%
Cc1nc(C)n(CC(=O)N2CCCC(C(=O)c3ccc(C(F)(F)F)cc3)C2)n1 (stereo not drawn) | -13 | -1 | -2% | 2% | 4% | 8% | 3 | 5 | 1% | -5%
O=C(C[n+]1cc(-c2ccc(F)cc2)n2c1CCC2)N1c2ccccc2Sc2ccccc21 | -4 | -2 | ? | -2% | -1% | -1% | -4 | 5 | -5%[46.1 µM] | -11%
COc1ccc(/C=C/c2c(-c3ccc(OC)cc3)oc3cccnc23)cc1 | -16 | 20 | 4% | -2% | 5% | ? | -12 | -1 | -8% | 0%
Cc1ccc2cc(CN(CC3CCCO3)C(=O)C(C)C)c(=O)[nH]c2c1 (stereo not drawn) | -3 | -4 | 5% | -2% | 3% | -1% | -9 | -1 | -3%[46.1 µM] | 2%
Cn1c(=O)[nH]c(=O)c2c1nc(Br)n2CCC(=O)c1ccccc1 | 18 | 2 | -21% | -1% | -1% | -7% | 5 | 2 | 4% | -3%
CC1C(=O)N2CCCc3cc(S(=O)(=O)N(C)CCC#N)cc1c32 (stereo not drawn) | -8 | -1 | 4% | 1% | 4% | 4% | 22 | -8 | -2% | 6%
COC(=O)c1ccc(CNC(=O)c2c3c(nc4ccccc24)CCN(Cc2ccccc2)C3)cc1 | -4 | 13 | -22% | 1% | 0% | 5% | 30 | 0 | 4%[46.1 µM] | -1%
COc1cc(/C=C/c2ccc3cccc(O)c3n2)cc(OC)c1OC | -5 | 3 | ? | 30% | -1% | 10% | -3 | -3 | 8% | 9%
COc1c(C)cc(C(=O)C2CCCN(C(=O)Cn3ccc(C)n3)C2)cc1C (stereo not drawn) | 5 | 4 | -6% | 2% | -1% | -1% | 6 | -4 | 1% | 2%
Cc1csc(NC(=O)CSc2nc3ccccc3c3c2CCCC3)n1 | 3 | 19 | -4% | 9% | -4% | -1% | -2 | 14 | 3%[46.1 µM] | -22%
